Bioassay records as filed in PubChem.
Mcl1 Noxa PPI: Mcl-1/Noxa binding inhibitors, primary screen, biochemical, TR-FRET, 1536-well. Induced myeloid leukemia cell differentiation protein Mcl-1 (Homo sapiens), Q07820. TR-FRET Mcl-1/Noxa peptide binding, 2 h. inhibition, % at 21.7 µM. hit rate 1.5% among 220,000;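 active = compounds that cut the protein-peptide binding signal by more than 50% relative to plate controls in a single-dose test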;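 note: His-tagged Mcl-1 with rhodamine Noxa BH3 peptide and terbium anti-His antibody; 0% = Mcl-1 plus Noxa peptide wells and 100% = peptide-only wells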
Bim-Bcl-W: inhibitors of Bim binding to Bcl-W, primary screen, biochemical, multiplexed, bead-based flow cytometry; Bcl-2-like protein 2 (Homo sapiens), Q92843; Bim peptide-Bcl-W binding; inhibition, % at 10 µM; hit rate 0.02% among 190,000; AID 952, 2007;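 note: 0% = bound tracer without compound and 100% = peptide blocker; higher means less fluorescent Bim peptide bound to Bcl-W beads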
Target sequence (Q92843 whole entry, looked up): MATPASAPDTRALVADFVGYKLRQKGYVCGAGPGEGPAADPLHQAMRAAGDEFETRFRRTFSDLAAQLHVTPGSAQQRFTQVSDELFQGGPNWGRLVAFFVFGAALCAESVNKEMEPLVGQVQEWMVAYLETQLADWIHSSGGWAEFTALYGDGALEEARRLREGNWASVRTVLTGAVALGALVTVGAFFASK
RGS8-Gao: RGS8-Galphao binding modulators, primary screen, biochemical, multiplexed bead flow cytometry; actives lie on both sides; response (percent of control binding), % at 10 µM; hit rate 0.34% among 220,000; in the data active = response below about 60% or above about 140%; inactive = in between;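 note: Galphao activated as the GDP aluminium fluoride complex binding bead-coupled RGS8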
Target sequence (P09471 whole entry, looked up): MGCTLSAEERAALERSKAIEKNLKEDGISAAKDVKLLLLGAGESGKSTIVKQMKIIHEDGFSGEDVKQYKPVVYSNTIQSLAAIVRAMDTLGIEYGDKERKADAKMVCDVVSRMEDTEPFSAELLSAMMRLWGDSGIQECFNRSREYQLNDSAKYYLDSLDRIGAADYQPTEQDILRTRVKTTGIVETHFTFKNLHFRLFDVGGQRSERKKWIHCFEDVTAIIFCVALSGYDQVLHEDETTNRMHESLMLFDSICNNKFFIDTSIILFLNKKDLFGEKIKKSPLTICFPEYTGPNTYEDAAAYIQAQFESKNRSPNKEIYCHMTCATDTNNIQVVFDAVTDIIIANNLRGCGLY
RGS4-Gao reg: modulators of RGS4 binding to Galphao, primary screen, biochemical, multiplexed bead flow cytometry | Guanine nucleotide-binding protein G(o) subunit alpha (Homo sapiens), P09471 | actives lie on both sides | binding response (% of control), % at 10 µM | hit rate 0.33% among 220,000 | AID 1415, 2008; in the data active = binding response below about 49% or above about 150%; inactive = in between;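 note: fluorescent Galphao activated with aluminum fluoride binding bead-coupled RGS4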
Mcl-1 Bim block: inhibitors of Bim peptide binding to Mcl-1, primary screen, biochemical, bead-based flow cytometry, multiplex; Bim peptide-Mcl-1 binding; inhibition, % at 10 µM; hit rate 0.1% among 190,000;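 note: 0% = no compound tracer wells and 100% = peptide blocker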
Bim-Bcl-2: inhibitors of Bim-Bcl-2 binding, primary screen, biochemical, multiplexed, human Bcl-2 family; Bead-based flow cytometry, Bim peptide-Bcl-2 binding; hit rate 0.06% among 190,000; Apoptosis regulator Bcl-2 (Homo sapiens), P10415; inhibition, % at 10 µM; in the data active = inhibition above about 40%; inconclusive = no clear call, values can overlap the other calls;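 note: 0% = no compound wells with probe peptide and 100% = reference peptide inhibitor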
Bim-Bcl-B: inhibitors of Bim-Bcl-B binding, primary screen, biochemical, multiplexed, human Bcl-2 family; Bcl-2-like protein 10 (Homo sapiens), Q9HD36; bead-based flow cytometry, Bim peptide-Bcl-B binding; inhibition, % at 10 µM; hit rate 0.073% among 190,000; AID 951, 2007;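 note: 0% = tracer peptide without compound and 100% = reference inhibitor peptide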
Target sequence (Q9HD36 whole entry, looked up): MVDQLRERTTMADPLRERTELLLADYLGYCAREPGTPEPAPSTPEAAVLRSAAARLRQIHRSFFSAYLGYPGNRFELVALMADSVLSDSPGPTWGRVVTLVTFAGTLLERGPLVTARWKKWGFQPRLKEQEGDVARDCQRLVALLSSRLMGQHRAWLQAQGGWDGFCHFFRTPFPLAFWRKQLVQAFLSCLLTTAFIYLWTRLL
Bim-Bcl-XL: inhibitors of Bim-Bcl-XL binding, primary screen, biochemical, multiplexed, bead flow cytometry, human Bcl-XL. Bim peptide-Bcl-XL binding, fluorescence. inhibition, % at 10 µM. hit rate 0.04% among 190,000. AID 1007, 2008
Target sequence (Q07817 whole entry, looked up): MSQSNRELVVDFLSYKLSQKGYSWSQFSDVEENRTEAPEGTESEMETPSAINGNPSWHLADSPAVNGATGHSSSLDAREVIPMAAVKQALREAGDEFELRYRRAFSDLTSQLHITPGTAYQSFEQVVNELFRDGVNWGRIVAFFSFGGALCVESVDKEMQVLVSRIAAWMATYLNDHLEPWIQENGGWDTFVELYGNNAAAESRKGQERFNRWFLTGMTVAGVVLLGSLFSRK
Mcl1 Bid PPI: Mcl-1/Bid binding inhibitors, primary screen, biochemical, TR-FRET, 1536-well | Induced myeloid leukemia cell differentiation protein Mcl-1 (Homo sapiens), Q07820 | TR-FRET Mcl-1/Bid-Dy647 peptide binding | inhibition, % at 21.7 µM | hit rate 0.97% among 220,000 | AID 1021, 2008;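 active = compounds that cut the binding signal by more than half at the single screening dose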;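 note: His-tagged Mcl-1 with europium anti-His antibody binding Bid BH3 peptide; 0% = Mcl-1 plus peptide wells and 100% = peptide-only wells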
Bim-Bfl-1: inhibitors of Bim binding to Bfl-1, primary screen, biochemical, multiplexed, bead-based flow cytometry | Bcl-2-related protein A1 (Homo sapiens), Q16548 | Bim-Bfl-1 binding inhibition | inhibition, % at 10 µM | hit rate 0.12% among 190,000 | AID 1008, 2008;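 note: 0% = wells without compound plus tracer and 100% = blocker peptide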
RGS7-Gao: RGS7-Galphao binding modulators, primary screen, biochemical, multiplexed bead flow cytometry | actives lie on both sides | binding response (% of control), % at 10 µM | hit rate 0.35% among 220,000; in the data active = binding response below about 49% or above about 150%; inconclusive = no clear call, values can overlap the other calls; inactive = in between;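 note: fluorescent Galphao held in activated GDP-AlF4 state binding bead-coupled RGS7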
The depositor's hits bear a star; ? = inconclusive; nt = no result given; [ ] = remark or other dose. Cut-off read from the data, not from the text of the source, unless noted: active = inhibition above about 40%.

SMILES	Mcl1 Noxa PPI	Bim-Bcl-W	RGS8-Gao	RGS4-Gao reg	Mcl-1 Bim block	Bim-Bcl-2	Bim-Bcl-B	Bim-Bcl-XL	Mcl1 Bid PPI	Bim-Bfl-1	RGS7-Gao
Cc1cccc(N2CCN(C(=O)c3ccc(Cl)c(S(=O)(=O)N4CCc5ccccc5C4)c3)CC2)c1C	0	-2	96	91	-4	-9	-6	-6	-28	-15	90
COc1ccc(S(=O)(=O)N(CC(=O)NCc2cccnc2)c2ccc(F)cc2)cc1OC	24	-3	99	101	0	0	-1	-3	8	0	99
CCOc1ccc(NS(=O)(=O)c2ccc3[nH]cc(C(=O)N(CC)CC)c(=O)c3c2)cc1	-16	0	105	105	0	0	-1	0	-46	0	106
S=c1[nH]c2cc(Cl)ccc2s1	18	0	104	109	-2	-1	-6	-4	-53	-1	101
CCCC(=O)Nc1ncnc2c1ncn2[C@@H]1O[C@@H]2COP(=O)(O)O[C@H]2[C@H]1OC(=O)CCC	20	-1	81	97	3	1	1	0	27	1	93
COc1cccc(NC(=O)C23CCC(C)(C(=O)O2)C3(C)C)c1 (centres undefined)	5	0	78	92	2	0	1	-1	-4	2	88
COC(=O)C1=C(C)Nc2nc3ccccc3n2C1c1cc(OC)c(OC)c(OC)c1 (centres undefined)	3	nt	98	95	nt	nt	nt	nt	-51	nt	?
c1csc(-c2cn3ccc4ccccc4c3n2)c1	16	-4	102	102	0	-6	-3	-3	-12	-2	104
Cc1oc(-c2ccc(F)cc2)nc1CN(Cc1ccccn1)CC1CCCO1 (centres undefined)	-37	-1	96	93	1	-2	-4	0	-68	-4	94
S=C(Cc1cccnc1)N1CCOCC1	21	-5	85	93	-11	-2	-19	-8	-18	8	94
CCC(CC)c1nnc(NC(=O)c2nn(C)c(=O)c3ccccc23)s1	17	-2	99	102	-1	4	2	1	17	4	104
Cc1ccc(C(=O)NC(=S)Nc2ccccc2C)cc1	-6	-3	98	98	-3	-1	-3	-2	-42	-4	95
COc1cccc(NC(=O)N2CCC(C(=O)Nc3ccc(C)cc3C)CC2)c1	6	0	100	100	0	-8	-5	-6	2	-14	104
Cc1ccc(C(=O)N(C)CC(=O)Nc2ccc(F)c(F)c2F)o1	-15	0	104	103	-1	-3	-1	2	-10	-5	106
Cc1cc(C(F)(F)F)nn1C(=O)c1cccnc1Cl	-6	-3	103	99	-2	-1	-2	0	12	3	98
CCCCNC(=O)C12CCC(C)(C(=O)C1Br)C2(C)C (centres undefined)	5	-6	104	108	-5	-4	-9	-8	-9	-2	106
CCOc1ccc(-n2nc3c(SCCN4CCCC4)nnc(C)c3c2C)cc1	1	-1	121	183*[activator]	-8	-5	-1	-4	-12	-5	210*[activator]
O=C(Cc1ccc(Cl)cc1)c1c[nH]c(C(=O)NCc2cccnc2)c1	-5	-5	101	100	-3	-2	-9	-2	-4	-6	98
CCn1c(=O)cc(OCC(=O)Nc2ccc3c(c2)OCCO3)c2ccccc21	21	0	103	105	-5	-7	-8	0	20	-10	108
OCCN(CCO)Cc1ccc(Br)cc1	30	2	102	102	0	-6	-2	-2	41	-10	96
CCCNC(=O)Nc1nnc(C2CC2)s1	-6	-2	101	98	-1	-2	-3	-1	-13	-4	103
COc1ccc(-n2c(C)csc2=S)cc1	-28	1	98	89	-11	4	-16	-4	-23	2	92
O=C(CN1C(=O)C2CCCCN2C(=O)c2ccccc21)Nc1ccc(F)cc1 (centres undefined)	15	0	100	99	0	0	-2	-1	1	-3	91
C(=N\n1cnnc1)/c1ccccn1	-17	2	96	97	0	-6	-9	4	-22	-11	94
Nc1ccc2oc3ccc(N)cc3c(=O)c2c1	10	5	44*	5.6*	3	-1	12	0	-121	0	-13*
COC(=O)CCC(=O)Nc1sc(Cc2ccccc2)c(C)c1C(N)=O	3	-9	73	98	-12	0	-103	-13	-14	29	99
CCN(CC)CCNCc1cc(Cl)c(OCC(=O)Nc2ccccc2)c(OC)c1	18	-4	100	101	0	-3	-5	-3	-7	-8	?
CNC(=O)c1ccc(-c2ccccc2)s1	12	-1	99	96	-2	-12	-8	-9	-1	-16	97
CN(CCN(C)C(C)(C)C)C(=O)C(c1ccccc1)c1ccccc1	21	nt	98	92	nt	nt	nt	nt	74*	nt	?
Cc1nc(Oc2ccc(S(=O)(=O)N3CCOCC3)cc2Cl)c2c3c(sc2n1)CCCC3	-5	0	105	101	-3	-2	-4	-4	-11	0	99
CC1CCCCN1C(=O)c1ccccc1OC1CCN(S(C)(=O)=O)CC1 (centres undefined)	3	-2	94	87	0	-4	-3	0	-16	-6	81
CCOC(=O)c1cc(-c2cccc([N+](=O)[O-])c2)nc2[nH]c(=O)[nH]c(=O)c12	27	-3	103	102	-1	-1	0	0	-13	-3	99
CCC1(C)Cc2c(sc3nc(SCC(=O)O)[nH]c(=O)c23)CO1 (centres undefined)	28	-11	98	102	-8	-18	-7	-11	23	-13	102
CCN1CCN(Cc2ccc(NC(=O)c3cc(NC(=O)c4cncc(-c5ccc(C#N)cc5)c4)cc(OC)c3)cc2C(F)(F)F)CC1	-185	nt	104	105	nt	nt	nt	nt	-85	nt	?
COc1cc(OC)cc(C(=O)N[C@H](C(=O)N2CCc3ccccc32)C(C)C)c1	5	-3	104	104	-3	-4	-8	-5	1	-7	100
Cc1ccc(-n2nnnc2SCC(=O)c2c(N)n(CC(C)C)c(=O)n(C)c2=O)cc1	-122	-4	93	92	-2	0	-1	0	-6	0	92
CCCc1cc(=S)n2c([nH]c3ccccc32)c1C#N	43	nt	101	105	nt	nt	nt	nt	-142	nt	?
Cc1ncc(CN=Cc2ccc(Cl)cc2)c(N)n1	0	nt	112	110	nt	nt	nt	nt	-16	nt	?
CCNC(=S)NNC(=O)c1cccn(Cc2ccc(Cl)cc2Cl)c1=O	6	-2	76	96	-13	-11	-39	-15	-52	-8	95
Cn1c(=NC(=O)c2ccc(S(=O)(=O)N3CCCc4ccccc43)cc2)sc2cc(S(C)(=O)=O)ccc21	25	-4	102	100	-21	1	0	-6	-12	4	101
COc1cc(C(=O)Nc2cc(-c3ccccc3)[nH]n2)cc(OC)c1OC	18	-2	101	101	-3	-4	-5	-8	10	-2	102
O=C(C[n+]1cccc(CNC(=O)c2ccc(OC(F)F)cc2)c1)Nc1cccc(C(F)(F)F)c1	13	-2	106	105	-4	-3	-7	-6	-5	-2	104
Cc1cc2oc(C(=O)Nc3c(C)n(C)n(-c4ccccc4)c3=O)c(C)c2cc1C	7	-6	101	98	-5	3	-7	-3	-10	-3	100
Cc1ccsc1/C=N/NC(=O)CNC(=O)c1ccco1	15	4	101	100	7	3	-2	0	7	-1	100
CCNC(=S)N1CCc2cc(OC)c(OC)cc2C1COc1ccc(F)cc1 (centres undefined)	6	1	106	105	2	1	-10	0	-33	-2	102
Cc1cccc(NC(=O)COC(=O)c2cccc3c2C(=O)c2ccccc2C3=O)c1C	5	-1	101	103	1	-6	-3	-2	-8	-3	102
CCN1CCN(c2c(Cl)cccc2NC(=O)c2ccc3nsnc3c2)CC1	31	nt	95	93	nt	nt	nt	nt	-1	nt	?
O=CN1CCN(c2ncnc3c2nnn3Cc2c(F)cccc2Cl)CC1	6	-1	100	101	-4	-4	-3	-1	-3	-7	98
Cc1ccc(-c2cc(C(=O)Nc3cccnc3)c3ccccc3n2)o1	46	4	96	90	0	5	0	4	-2	25	92
CC(C)c1ccc(NC(=S)N2CCN(Cc3ccccc3)CC2)cc1	6	4	104	101	4	-1	-2	1	-57	-8	99
Cc1c(NC(=O)Cc2cccs2)cccc1[N+](=O)[O-]	12	0	111	98	0	-2	-1	0	-22	-3	?

Some of the entries so far, bar-delimited:
Compound | Mcl1 Noxa PPI | Bim-Bcl-W | RGS8-Gao | RGS4-Gao reg | Mcl-1 Bim block | Bim-Bcl-2 | Bim-Bcl-B | Bim-Bcl-XL | Mcl1 Bid PPI | Bim-Bfl-1 | RGS7-Gao
O=C(Cc1ccc(Cl)cc1)c1c[nH]c(C(=O)NCc2cccnc2)c1 | -5 | -5 | 101 | 100 | -3 | -2 | -9 | -2 | -4 | -6 | 98
CCn1c(=O)cc(OCC(=O)Nc2ccc3c(c2)OCCO3)c2ccccc21 | 21 | 0 | 103 | 105 | -5 | -7 | -8 | 0 | 20 | -10 | 108
OCCN(CCO)Cc1ccc(Br)cc1 | 30 | 2 | 102 | 102 | 0 | -6 | -2 | -2 | 41 | -10 | 96
CCCNC(=O)Nc1nnc(C2CC2)s1 | -6 | -2 | 101 | 98 | -1 | -2 | -3 | -1 | -13 | -4 | 103
COc1ccc(-n2c(C)csc2=S)cc1 | -28 | 1 | 98 | 89 | -11 | 4 | -16 | -4 | -23 | 2 | 92
O=C(CN1C(=O)C2CCCCN2C(=O)c2ccccc21)Nc1ccc(F)cc1 (centres undefined) | 15 | 0 | 100 | 99 | 0 | 0 | -2 | -1 | 1 | -3 | 91
C(=N\n1cnnc1)/c1ccccn1 | -17 | 2 | 96 | 97 | 0 | -6 | -9 | 4 | -22 | -11 | 94
Nc1ccc2oc3ccc(N)cc3c(=O)c2c1 | 10 | 5 | 44* | 5.6* | 3 | -1 | 12 | 0 | -121 | 0 | -13*
COC(=O)CCC(=O)Nc1sc(Cc2ccccc2)c(C)c1C(N)=O | 3 | -9 | 73 | 98 | -12 | 0 | -103 | -13 | -14 | 29 | 99
CCN(CC)CCNCc1cc(Cl)c(OCC(=O)Nc2ccccc2)c(OC)c1 | 18 | -4 | 100 | 101 | 0 | -3 | -5 | -3 | -7 | -8 | ?
CNC(=O)c1ccc(-c2ccccc2)s1 | 12 | -1 | 99 | 96 | -2 | -12 | -8 | -9 | -1 | -16 | 97
CN(CCN(C)C(C)(C)C)C(=O)C(c1ccccc1)c1ccccc1 | 21 | nt | 98 | 92 | nt | nt | nt | nt | 74* | nt | ?
Cc1nc(Oc2ccc(S(=O)(=O)N3CCOCC3)cc2Cl)c2c3c(sc2n1)CCCC3 | -5 | 0 | 105 | 101 | -3 | -2 | -4 | -4 | -11 | 0 | 99
CC1CCCCN1C(=O)c1ccccc1OC1CCN(S(C)(=O)=O)CC1 (centres undefined) | 3 | -2 | 94 | 87 | 0 | -4 | -3 | 0 | -16 | -6 | 81
CCOC(=O)c1cc(-c2cccc([N+](=O)[O-])c2)nc2[nH]c(=O)[nH]c(=O)c12 | 27 | -3 | 103 | 102 | -1 | -1 | 0 | 0 | -13 | -3 | 99
